# Screening results (PubChem)
# TRAIL sens C8 – caspase-8 TRAIL sensitization; NB7+C8 cells + TRAIL, ATPlite viability luminescence; inhibition (viability loss, TRAIL sensitization), % at 10 µM; actives 1% (n = 360,000);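 active = compounds causing at least 50% loss of cell viability in the single-dose screen, relative to plate controls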
# NR2E3 ag-1 – agonists of human nuclear receptor NR2E3; Q9Y5X4; inhibition of corepressor binding, % at 4.78 µM; AID 2300; GST-NR2E3/biotin-RetCOR TR-FRET, 1536-well; actives 0.12% (n = 320,000);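 active = percent inhibition above the cutoff of mean plus 3 SD of all tested compounds, set per screening campaign, cut at about 20% in these data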;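 note: 0% = DMSO wells and 100% = biotin wells as full block of FRET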
# Target sequence (Q9Y5X4 whole entry, looked up): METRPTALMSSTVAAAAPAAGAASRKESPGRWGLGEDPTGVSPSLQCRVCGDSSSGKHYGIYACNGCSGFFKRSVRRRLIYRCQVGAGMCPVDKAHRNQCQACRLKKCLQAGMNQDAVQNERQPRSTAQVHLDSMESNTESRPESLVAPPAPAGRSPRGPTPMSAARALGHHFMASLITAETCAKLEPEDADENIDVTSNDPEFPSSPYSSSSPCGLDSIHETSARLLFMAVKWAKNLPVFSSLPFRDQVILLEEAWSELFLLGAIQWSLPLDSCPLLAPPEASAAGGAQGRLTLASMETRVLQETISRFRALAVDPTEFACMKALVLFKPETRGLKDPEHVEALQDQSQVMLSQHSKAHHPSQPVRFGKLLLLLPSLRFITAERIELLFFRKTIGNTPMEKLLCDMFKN
#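 Test system – NR2E3–RetCOR corepressor complex · Quantity – NR2E3 fusion 1.35 nM · Buffer or medium – Tris pH 7.5 · Incubation – Compound–protein incubation for 5 h at 4 °C · Technique – TR-FRET, Eu(K)-anti-GST donor, streptavidin-D2 acceptor, ex 340, em 617/671 nm · Evaluation – percent inhibition of 671/617 nm emission ratio versus biotin and DMSO controls · Plate – 1536-well format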
# MITF TRPM1 inh – reduces MITF-dependent TRPM1 promoter luciferase signal. SK-MEL-5 TRPM1 promoter luciferase, 24 h. inhibition, % at 12.5 µM. actives 0.83% (n = 330,000). AID 488899;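 active = mean inhibition across replicates of 60% or more, whatever share of single replicates reaches that level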; note: values of inactives mirror those of a sister screen read the other way
# TROY signal inh – blocks TROY-dependent signaling in reporter cells; Q293 LMP1-TROYcd NF-kB luciferase reporter, 4 h; inhibition, % at 10 µM; actives 0.98% (n = 360,000); AID 1347056;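 active = compounds whose plate-normalised and pattern-corrected inhibition of the luciferase reporter signal at the single screening dose is 50% or more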
# Peg3 prom inh – inhibitors of Peg3 promoter | HeLa PEG-Prom luciferase reporter, luminescence, overnight | inhibition, % at 20 µM | actives 1.7% (n = 360,000) | AID 588405;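 active = inhibition of at least 50% at 20 µM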
# HIF-2a inh – blocks HIF-2a reporter activity. 786-0 RCC cells HIF-2a reporter, luciferase luminescence, overnight. inhibition, % at 18.8 µM. actives 0.72% (n = 360,000). AID 624352;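 active = inhibition of the luminescence signal of 40% or more relative to plate controls, in a single-dose primary screen at 18.75 µM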
# Shn3 3UTR inh – inhibitors of Schnurri-3 3'UTR reporter in osteoblasts; Clone20 osteoblast Shn3 3'UTR firefly luciferase, 24 h; inhibition, % at 12.5 µM; actives 0.52% (n = 360,000); AID 588674;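 active = mean inhibition of at least 75% with every replicate also reaching 75%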;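 note: 0% = median of neutral control wells and 100% = pilot-screen positive control compound; some compounds past the cut are filed as inactive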
# CF NFkB block – inhibitors of cystic fibrosis induced NF-kB; KKLEB NF-kB-GFP reporter, PAF-induced, GFP fluorescence overnight; inhibition, % at 5 µM; actives 0.86% (n = 360,000); AID 588850;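 active = at least 50% inhibition at 5 µM, scaled per plate between neutral and stimulator controls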;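 note: PAF is a Pseudomonas aeruginosa culture filtrate used as stimulus; plate controls were PAF-stimulated DMSO wells for no effect and unstimulated DMSO wells for full effect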
# TWEAK Fn14 block – blocks TWEAK-Fn14 interaction in a reporter cell assay; TWEAK-stimulated Fn14 reporter cells, luciferase luminescence, 8 h; inhibition, % at 10 µM; actives 2% (n = 360,000); AID 1159606; in the data active = inhibition above about 50%
# KKLEB cytotox – counter-screen for CF NF-kB inhibitors: cytotoxicity; KKLEB CF airway cells viability, ATPlite luminescence, overnight; hits give low values; cells stimulated with P. aeruginosa culture filtrate; activity change (cytotoxicity), % at 5 µM; actives 0.36% (n = 360,000); AID 602141;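 active = corrected activity change at or below -50% at 5 µM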
# NR2E3 ag-2 – activates human NR2E3 receptor. Q9Y5X4. inhibition of corepressor binding, % at 3.98 µM. actives 0.35% (n = 360,000). CHO-S Gal4-NCOR/VP16-NR2E3 two-hybrid, luciferase. AID 602229;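 active = inhibition above the mean of all tested compounds plus 3 SD, cut at about 70% in these data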;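 note: 0% = DMSO with NR2E3 transfected cells and 100% = cells lacking NR2E3 construct; higher means lower luciferase signal from less NR2E3 corepressor binding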
# Active calls of the source: *; x = no result given.
structure	TRAIL sens C8	NR2E3 ag-1	MITF TRPM1 inh	TROY signal inh	Peg3 prom inh	HIF-2a inh	Shn3 3UTR inh	CF NFkB block	TWEAK Fn14 block	KKLEB cytotox	NR2E3 ag-2
Cc1cccc(NC(=O)c2ncn3c2C(=O)N(C)CC3)c1	6	x	x	-16	0	-23	-3	-42	-14	16	-8
CCCNC(=O)c1cc(C2CCCCN2S(C)(=O)=O)on1 (stereo not drawn)	20	x	x	5	-13	-2	-6	15	-4	0	-42
Nc1nc(SCc2ccc(Cl)cc2Cl)ns1	-7	-1	-22	-32	-75	-108	-6	-10	2	6	-30
COc1ccc(Br)cc1/C=c1\sc2nc(-c3ccco3)nn2c1=O	3	6	7	5	23	19	6	-1	9	0	3
CCOC(=O)c1cc(=O)c2ccc(OCC(=O)Nc3ccccc3)cc2o1	-5	8	-5	-23	10	15	-17	-9	-4	5	-31
COc1cccc2c1C(=O)c1ccc3ccccc3c1C2=O	16	-2	-42	-21	-226	-230	-91	-35	-15	4	-119
Clc1ccccc1-c1nnn(Cc2ccc(-c3nn[nH]n3)cc2)n1	-16	0	5	-18	4	-13	-4	9	5	0	-17
COCCSc1ccccc1C(=O)Nc1ccccc1C#N	0	-2	10	-15	5	8	-3	-3	3	-8	-21
NCCCNc1ccc([N+](=O)[O-])cc1C(F)(F)F	-4	4	-19	0	18	16	13	5	12	5	-4
COc1ccc(N/N=C(C)/C(=N/O)C(=O)Nc2ccccc2)cc1	3	0	20	32	-21	-43	-8	-12	-3	7	-33
Clc1ccccc1OCCN1CCC(Cc2ccccc2)CC1	3	-2	-8	-2	-2	-8	-47	-9	2	2	-21
COC(=O)CCS(=O)(=O)c1ccc(NC(C)=O)cc1	1	1	8	-21	7	14	-37	-6	10	-4	6
O=C(NC1CCCC1)c1cc(-c2ccc(F)cc2)on1	25	4	-48	-6	-282	-267	-60	-22	-28	-1	-171
COc1ccc(NC(=O)CC(NCCc2ccccc2)C(=O)O)c(OC)c1 (stereo not drawn)	-22	-1	4	9	3	13	-17	6	8	11	-17
NCCNc1ccc(C(=O)N2c3ccccc3Sc3ccccc32)cc1[N+](=O)[O-]	10	0	5	-17	41	15	7	35	-18	-10	4
COc1cc(O)c(C(CC(=O)N2CCCCC2)c2cc(OC)c(OC)c(OC)c2)c(OC)c1 (stereo not drawn)	-9	1	12	1	-33	2	23	-1	5	-9	-5
CCC1CCCCN1Cc1nc2c(c(=O)n(C)c(=O)n2C)n1Cc1cccc2ccccc12 (stereo not drawn)	10	3	x	10	6	-3	8	-2	-8	8	16
O=C(Nc1ccccn1)c1cc2cc([N+](=O)[O-])ccc2s1	40	-4	-44	-19	-184	-313	-55	-28	-3	-7	-9
CCOc1ccc2nc(NC(=O)C3CCN(S(=O)(=O)c4cnc[nH]4)CC3)sc2c1	1	4	2	3	8	-2	-11	5	-10	4	-42
O=C(NCc1ccccc1)C1=C[C@H](c2coc3ccccc3c2=O)C[C@H](OCCCCO)O1	2	-3	3	-9	2	25	-3	21	-4	-15	-3
CCN(CC)S(=O)(=O)c1ccc(C)c(NC(=O)COC(=O)C=C(C)C)c1	1	4	-1	13	23	12	-2	-7	-3	2	14
O=C1/C(=C\c2ccc3ccccc3c2)CCCc2ccccc21	19	1	-35	-23	-200	-226	-71	-9	4	-7	-155
Cc1cc2oc(=O)cc(-c3ccccc3)c2c(C)c1-c1ccc(F)c(Cl)c1	23	x	9	9	14	-5	14	42	-3	-11	-7
Cc1ccc(-n2c(=O)[nH]c3c(oc4ccccc43)c2=O)cc1	31	7	-10	-10	-4	-20	-4	-3	-8	4	-14
COc1ccc(CCC(=O)NNC(=O)Nc2ccc(C(C)C)cc2)cc1	11	x	-8	21	4	8	17	14	0	0	-7
CCCc1[nH]nc2c1C(c1ccc(OC)c(Cn3nc(C)c(Br)c3C)c1)C(C#N)=C(N)O2 (stereo not drawn)	-10	1	5	-1	7	13	10	11	8	-8	-22
CCC(=O)N1CCc2cc(-c3csc(NC(=O)c4ccco4)n3)ccc21	-5	-1	-64	20	-170	-175	-33	-19	-1	-7	-47
Nc1cc(S(=O)(=O)Nc2cc(Cl)ccc2Cl)ccc1N1CCCC1	-9	0	8	50	21	-18	11	2	32	-12	20
COc1ccc(/C=C/C(=O)OCC(=O)Nc2cccc(Oc3ccccc3)c2)c(OC)c1	-8	2	-8	9	-14	-12	16	5	23	5	-23
O=C(CSc1nnc(COc2ccccc2)o1)N1CCOCC1	-17	-1	-7	2	8	18	-19	-11	-9	2	5
O=C(O)CCN1C(=O)/C(=C2\C(=O)N(Cc3ccc(F)cc3)c3ccccc32)SC1=S	-8	-2	2	6	-5	5	-27	3	29	8	-18
COc1ccc2cc(CO)c3cc(OC)c(OC)cc3c2c1	7	x	-15	25	41	16	-3	4	32	0	1
COc1ccc2[nH]c(=O)c(C(c3nnnn3C3CCCCC3)N3CCN(C)CC3)cc2c1 (stereo not drawn)	-12	-1	-4	-30	14	9	2	-6	8	4	-6
O=C(COC(=O)c1cccc(Br)c1)NCCc1ccccc1	-8	1	-11	-3	-6	2	9	-17	15	13	-9
O=C(OCC(=O)N(c1ccccc1)C1CCCCC1)c1ccc(CO)cc1	2	0	-4	-14	17	18	-2	6	7	7	-27
Cn1c2ccccc2c(=O)c2cc(NCCCN3CCOCC3)ccc21	-6	x	-55	-99	-257	-219	-47	-61	-97	6	-46
O=C(N/N=C/c1ccc(C(=O)O)cc1)C(=O)N1CCCCCC1	7	0	-10	3	14	11	5	-2	-9	8	-4
C=CCNc1nc(-c2c(C)nc3ncccn23)cs1	-8	-2	0	24	-5	2	-5	1	6	-2	-6
CNS(=O)(=O)c1ccc(C)cc1	-10	0	3	-4	17	18	2	0	-14	-12	-24
Cc1cnc(C(=O)N2CCN(S(=O)(=O)c3cc(C(F)(F)F)cc(C(F)(F)F)c3)CC2)cn1	-11	x	x	-18	3	6	14	12	-17	1	2
O=C(/C=C/c1ccc2c(c1)OCO2)Nc1cccnc1	70*	6	-83	-32	-156	-157	-84	-39	2	12	-8
CC(=O)N1CCN(S(=O)(=O)c2cccc(C(=O)OCC(=O)NCc3ccccc3Cl)c2)CC1	-13	x	x	-7	-1	1	4	-9	13	-1	-22
N#CC1=C(N)NC(SCC(=O)c2ccccc2)=C(C#N)C12CCCC2	9	5	-4	-25	-41	-65	7	-9	16	7	-22
Cc1ccc(-n2c(CSc3nc(C)cc(C)n3)n[nH]c2=S)cc1	-10	3	-2	8	8	21	14	-8	-11	3	12
CCCCCc1cc(=O)oc2c(C(CCN3CCCC(C)C3)c3cc(OC)c(OC)c(OC)c3)c(OC)cc(OC)c12 (stereo not drawn)	46	2	73*	15	101*	11	39	17	-18	-10	-28
NS(=O)(=O)c1ccc(CCNC(=O)C2Cc3ccccc3CN2C(=O)c2ccco2)cc1 (stereo not drawn)	4	1	2	-35	9	10	-17	-10	-4	6	-2
CCOc1ccc(C(NC(=O)CC)c2c(O)ccc3ccccc23)cc1 (stereo not drawn)	-1	2	2	-5	32	14	-8	11	-21	-6	-39
Cc1ccc(C(=O)Nc2ccc(Br)cc2)cc1S(=O)(=O)Nc1ccccn1	-2	0	3	-12	-8	-7	-5	-16	8	-9	-12
CCN(CC)S(=O)(=O)c1ccc(N2CCOCC2)c(NC(=O)c2sccc2C)c1	13	x	6	15	24	9	12	-8	-1	3	0
O=C(Nc1ccc(N2CCCC2)cc1)c1cccc(Cl)c1	33	0	-96	-12	-233	-211	0	-2	12	-7	-220

# Whole records, quoted from the list. Order of values: TRAIL sens C8 | NR2E3 ag-1 | MITF TRPM1 inh | TROY signal inh | Peg3 prom inh | HIF-2a inh | Shn3 3UTR inh | CF NFkB block | TWEAK Fn14 block | KKLEB cytotox | NR2E3 ag-2
# `Cc1ccc(-n2c(CSc3nc(C)cc(C)n3)n[nH]c2=S)cc1` reads -10 | 3 | -2 | 8 | 8 | 21 | 14 | -8 | -11 | 3 | 12
# `COc1ccc2[nH]c(=O)c(C(c3nnnn3C3CCCCC3)N3CCN(C)CC3)cc2c1` (stereo not drawn) reads -12 | -1 | -4 | -30 | 14 | 9 | 2 | -6 | 8 | 4 | -6

# (further entries)
structure	TRAIL sens C8	NR2E3 ag-1	MITF TRPM1 inh	TROY signal inh	Peg3 prom inh	HIF-2a inh	Shn3 3UTR inh	CF NFkB block	TWEAK Fn14 block	KKLEB cytotox	NR2E3 ag-2
CC1=C(C(=O)OCc2ccccc2)C(c2ccc(C(C)(C)C)cc2)NC(=O)N1CCCCCC(=O)O (stereo not drawn)	-1	1	-7	11	-12	24	-5	26	-11	-2	32
COCCC(=O)N1CCC(Oc2ccc(C(=O)NC3CCOC(C)(C)C3)cc2)CC1 (stereo not drawn)	-8	1	7	14	-4	1	-2	8	-4	-7	15
COc1ccc([N+](=O)[O-])cc1NC1CCCCC1	-18	5	0	-6	2	5	4	17	5	1	-23
COc1cccc(C=Nc2cc(C(C)C)c(O)cc2C)c1O	-3	x	18	-9	15	12	28	21	3	2	-5
OCC[C@H]1C[C@@H](O)[C@H](O)[C@]2(CCc3ccccc3O2)O1	11	2	0	0	-2	3	6	2	-4	18	14
Cc1ccccc1C(=O)c1cccn1CC(=O)NCC1CCCO1 (stereo not drawn)	-6	-1	2	-7	5	4	8	-14	10	7	-11
COc1ccc(CNC(=O)CN(C(=O)CCC(=O)Nc2ccccn2)c2ccc3c(c2)OCO3)cc1	-9	3	-7	-25	-4	-9	-3	-10	-23	7	-20
CN(CC(=O)NCc1ccco1)S(=O)(=O)c1ccc(F)cc1	-5	2	1	7	12	9	-6	-23	14	8	-9
O=C(Nc1ccc(F)cc1)c1cccc2c1C(=O)N(CC1CCCO1)C2 (stereo not drawn)	-5	-4	-22	0	-9	-10	-7	-5	-1	-11	-33
O=C(COc1ccccc1)NS(=O)(=O)c1ccccc1	-9	0	3	-1	4	9	17	6	-5	2	-23
Cc1ccc(NS(=O)(=O)c2cc(-c3cc(C)no3)ccc2C(C)C)nc1	-3	5	3	10	-4	-3	-4	-2	10	8	-4
CCOC(=O)C1=C(C)OC(N)=C(C#N)C1c1c(C)nn(-c2ccccc2)c1Cl (stereo not drawn)	-4	0	1	3	2	24	-10	-1	20	6	-10
CCOC(=O)N1CCc2c(sc3nc4n(c(=O)c23)N=C(C)CS4)C1	-7	3	-4	14	-1	-2	-1	3	-12	-3	3
Cc1onc(-c2ccccc2Cl)c1C(=O)N1CCCC1	9	1	-3	9	7	10	-19	0	1	0	-3
O=C(c1ccc(S(=O)(=O)N2CCCC2)cc1)N1CCN(c2ccccc2F)CC1	-5	1	-4	2	25	7	9	5	16	15	-15
CCC(=O)c1ccc(OCC(=O)OC(C)C(=O)Nc2c(C)n(C)n(-c3ccccc3)c2=O)cc1 (stereo not drawn)	-4	x	-1	-10	11	15	-8	6	3	-4	-13
CCCCOc1ccc(S(=O)(=O)NCc2csc(C)n2)cc1	1	-1	-14	24	16	4	32	8	31	-14	25

# These rows are one share of the data; count on the stated rates, not on these rows.
